Assay outcomes (PubChem BioAssay)
CHRM5 PAM: positive allosteric modulators of human muscarinic M5 receptor | CHO-K1 hM5, Fluo-8 calcium, ACh EC20 PAM; 0% = ACh EC20, 100% = ACh EC100 | activation, % at 3 µM | 0.3% of 360,000 active;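 active means activation above the run cutoff, the mean activation of all test compounds plus 3 SD, cut at about 18% in these data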
Target sequence (P08912 whole entry, looked up): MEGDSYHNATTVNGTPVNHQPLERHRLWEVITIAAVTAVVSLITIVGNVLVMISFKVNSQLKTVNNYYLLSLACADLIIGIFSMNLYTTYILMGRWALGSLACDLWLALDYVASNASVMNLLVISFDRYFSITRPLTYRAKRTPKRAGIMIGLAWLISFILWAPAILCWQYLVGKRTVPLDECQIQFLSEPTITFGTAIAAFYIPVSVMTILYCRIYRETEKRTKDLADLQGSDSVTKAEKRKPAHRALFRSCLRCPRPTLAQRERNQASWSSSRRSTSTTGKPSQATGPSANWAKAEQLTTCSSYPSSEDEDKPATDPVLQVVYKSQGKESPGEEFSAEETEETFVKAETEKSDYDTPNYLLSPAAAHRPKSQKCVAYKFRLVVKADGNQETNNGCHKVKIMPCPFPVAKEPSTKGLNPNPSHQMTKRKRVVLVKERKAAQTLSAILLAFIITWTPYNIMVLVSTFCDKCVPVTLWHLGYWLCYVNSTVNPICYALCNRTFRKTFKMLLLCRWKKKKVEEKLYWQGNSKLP
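system = human M5 receptor in CHO-K1 cells | reagent = EC20 acetylcholine as agonist stimulus | compound dosing = single-point, 3 µM nominal | incubation = Fluo-8 loading 80 min at 37 °C plus 30 min room temperature | detection = Fluo-8 calcium dye fluorescence, kinetic read | benchmarks = low control EC20 acetylcholine (0%), high control EC100 acetylcholine (100%)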
M5 ag: agonists of human muscarinic M5 receptor (CHRM5) | P08912 | CHO-K1 hM5 cells, Fluo-8 calcium fluorescence; 0% DMSO wells, 100% maximal acetylcholine response | activation, % at 3 µM | 0.19% of 360,000 active | AID 624037;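 active means activation above the run's mean over test compounds plus 3 SD, cut at about 23% in these data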;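 further: signal is peak over basal fluorescence ratio across the kinetic read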
CRFR2-BP antag: CRF-BP/CRF-R2 complex antagonism | inhibition, % at 11.8 µM | 0.59% of 350,000 active | AID 588475 | HEK293 CRF-R2/CRF-BP, CRF-induced calcium fluorescence;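 active means inhibition of the ligand-induced calcium signal above about 50% at the single tested concentration, limit read from the data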
CHRM4 antagonist: blocks acetylcholine activation of human M4 receptor | P08173 | CHO-hM4 cells, ACh EC80, Fluo-8 calcium fluorescence | inhibition, % at 3 µM | 0.73% of 360,000 active | AID 624125;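 active means inhibition above its plate's cutoff, the mean inhibition of sample wells plus 3 SD, cut at about 27% in these data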;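 further: 0% = acetylcholine EC80 with DMSO and 100% = DMSO without agonist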
Target sequence (P08173 whole entry, looked up): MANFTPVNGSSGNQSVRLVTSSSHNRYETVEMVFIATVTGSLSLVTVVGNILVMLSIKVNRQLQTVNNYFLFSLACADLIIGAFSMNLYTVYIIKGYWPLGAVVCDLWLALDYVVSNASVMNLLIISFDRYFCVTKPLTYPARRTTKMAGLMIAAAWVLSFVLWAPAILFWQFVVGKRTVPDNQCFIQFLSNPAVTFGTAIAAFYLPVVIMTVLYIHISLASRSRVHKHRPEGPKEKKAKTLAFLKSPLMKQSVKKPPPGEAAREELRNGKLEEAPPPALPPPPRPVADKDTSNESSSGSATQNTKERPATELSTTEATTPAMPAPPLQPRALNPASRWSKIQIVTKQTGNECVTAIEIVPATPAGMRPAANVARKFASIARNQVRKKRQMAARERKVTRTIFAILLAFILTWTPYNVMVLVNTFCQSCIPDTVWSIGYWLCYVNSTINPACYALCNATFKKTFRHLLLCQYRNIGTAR
M4 ag: CHRM4 agonism in calcium assay. P08173. CHO-K1 hM4/Gqi5, Fluo-8 calcium fluorescence; vehicle 0%, full acetylcholine response 100%. activation, % at 3 µM. 0.14% of 360,000 active;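 active means activation above the run mean over all test wells plus 3 SD, cut at about 32% in these data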;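 further: peak over basal fluorescence ratio per well then scaled between controls; 0% = DMSO wells and 100% = acetylcholine at EC100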
M5 antag: CHRM5 antagonism in calcium assay | 0.59% of 360,000 active | P08912 | CHO-hM5 cells, Fluo-8 calcium fluorescence, ACh EC80 | inhibition, % at 3 µM;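 active means inhibition above a per-plate cutoff, the mean of that plate's test compounds plus 3 SD, cut at about 27% in these data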;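 further: 0% = acetylcholine EC80 with DMSO and 100% = DMSO without agonist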
CHRM4 PAM: potentiates acetylcholine response at human M4 receptor | CHO-K1 hM4/Gqi5, Fluo-8 calcium fluorescence, ACh EC20; 0% = ACh EC20, 100% = maximal ACh | 0.4% of 360,000 active | activation, % at 3 µM | P08173;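 active means activation above its plate's cutoff, the mean activation of sample wells plus 3 SD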; further: some results filed as inactive read as strong as hits
CRFR2-BP ag: agonists of human CRF-binding protein/CRF-R2 receptor complex; 0.46% of 350,000 active; activation, % at 13.2 µM; AID 588473; HEK293 CRF-R2/CRF-BP, calcium dye fluorescence (FLIPR); percent of saturating CRF peptide response;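 active means activation of at least 50%, plus an integration ratio under a set limit after plate pattern correction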;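 further: plate controls were neutral control wells without compound for no effect and CRF at EC100 for full effect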
IDE inh: inhibitors of human insulin-degrading enzyme in cells; P14735; HEK cells, FAbetaB cleavage, fluorescence polarization; inhibition, % at 5.59 µM; 0.41% of 320,000 active; AID 434962;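 active means percent inhibition above the average of all tested compounds plus 3 SD, set per screening campaign, cut at about 16% in these data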;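 further: IDE supplied by intact live HEK cells; FP after avidin binding of uncleaved biotin substrate so inhibition keeps polarization high; 0% = DMSO wells and 100% = 60 µM reference IDE inhibitor Ii1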
The depositor's hits bear a star; . = not tested or not shown.

SMILES	CHRM5 PAM	M5 ag	CRFR2-BP antag	CHRM4 antagonist	M4 ag	M5 antag	CHRM4 PAM	CRFR2-BP ag	IDE inh
COc1ccccc1CC(=O)NC1CCCc2ccccc21 (configuration not stated)	6	-9	38	-10	1	-8	4	-3.4	1
O=C([O-])c1cc(-c2ccccc2)cc(-c2ccccc2)[n+]1CCc1ccc(Cl)cc1	-11	-10	-7	19	3	18	-5	-1.1	.
CCOc1ccc(CN(C)c2ccc(S(=O)(=O)N3CCN(C)CC3)cc2[N+](=O)[O-])cc1OC	-13	8	7	-4	15	12	-7	-1.4	-4
O=C(C1CCN(S(=O)(=O)c2cccc3cccnc23)CC1)N1CCN(Cc2ccccc2)CC1	-9	-1	6	-6	4	3	6	-0.8	9
CCOc1ccc2nc3cc(N=Nc4ccc(N)nc4N)ccc3c(N)c2c1	-2	1	18	-6	0	3	-4	7.1	.
Cc1ccc(N=Cc2c(O)n(-c3ccc4c(c3)OCO4)c(=O)c3ccccc23)cc1	-6	-5	-6	2	0	0	4	-2.8	1
CCOc1cc(/C=N\NC(=O)c2ccc(NC(=O)C(C)(C)C)cc2)ccc1OC(=O)c1ccc(C)cc1	-4	1	8	6	0	4	1	4.9	-1
COc1cccc(CNC(=O)[C@@H]2CCCN2C(=O)[C@@H]2CCCN2C(=O)OC(C)(C)C)c1	7	3	.	-6	1	-1	3	.	.
O=C(Nc1cccc(Oc2ccccc2)c1)C1Cc2c(-c3ccc4c(c3)OCO4)ccnc2O1 (configuration not stated)	-8	2	.	-14	2	6	2	.	.
Cc1ccc2nsnc2c1S(=O)(=O)NCc1ccc2c(c1)OCO2	5	-5	12	11	0	-4	-6	0.2	-5
COc1ccc2c(c1O)-c1ccccc1CCN(C)C2	2	1	21	3	1	5	0	-0.7	7
CCOc1ccc(OCCSc2nc(N)cc(=O)[nH]2)cc1	-5	5	59*	-4	7	3	7	2.3	2
COc1ccc(Nc2nc(Cl)c(C=O)s2)cc1	-21	1	.	12	19	19	-18	.	4
Cc1ccc(S(=O)(=O)N2CCN(CC(O)CN3CCOCC3)CC2)cc1 (configuration not stated)	-4	-2	9	-33	1	-3	10	-0.2	2
CCc1nc2ccc(C(=O)N3CCN(C(=O)c4ccco4)CC3)cn2c1N(CCC(C)C)CCN(C)C	-9	1	.	-7	1	4	-4	.	.
Cc1ccc(-c2nn3c(C)nnc3s2)cc1NC(=O)c1ccc(-c2cccc(Cl)c2)o1	-45	-13	-14	-6	5	1	-6	2.4	.
C=CCn1c(SCc2nnc(-c3ccccc3)o2)nnc1C(O)c1ccccc1 (configuration not stated)	8	4	-16	-1	2	-8	1	1.9	-1
CCNC(=O)c1cc(S(=O)(=O)N2CCSCC2)ccc1OC	-2	1	-4	6	1	-9	-3	-0.9	3
CCC(C)(C)n1nnnc1C(c1ccncc1)N1CCC(Cc2ccccc2)CC1 (configuration not stated)	6	-12	5	-14	0	0	16	0.6	1
CCC(=O)Nc1cc(-c2nc3ncccc3o2)ccc1Cl	-1	-1	-6	-8	1	1	6	-0.3	0
[O-]C1=N/[N+](=C/c2ccccc2)CC1	-8	1	-4	-10	1	10	7	-1.8	10
Cc1cccc(C(=O)N/N=C/c2ccc3c(c2)OCO3)n1	-2	-2	15	-11	0	-2	5	0.9	-5
Cc1ccc(S(=O)(=O)N(C)c2ccc3sc(C)nc3c2)cc1	0	-4	9	8	4	3	-7	0.7	0
CC(C)(C)CC(=O)NC(=S)NCc1ccccc1	3	-6	-20	-18	-2	2	0	0.0	8
O=C(Nc1cccc(F)c1)C1CCCN1S(=O)(=O)c1cccc2cccnc12 (configuration not stated)	-1	2	-7	-6	1	-2	8	0.4	5
C/C(=N\NC(=O)c1ccoc1C)c1ccc(Br)s1	0	-3	-11	6	0	-1	3	-0.4	1
CCN(CC)CC#CCC(O)(c1ccccc1)C1CCCCC1 (configuration not stated)	-18	-10	8	76*	2	72*	-25	1.3	4
CCOC(=O)c1cc(CC)sc1NC(=O)CN1C(=O)C(=O)N(CC(C)C)C1=O	2	-2	4	0	0	3	-1	-0.4	3
O=C(O)c1nc2nc(Cl)c(Cl)nc2[nH]1	-2	-1	6	3	0	8	-9	-0.2	0
CC(=O)Nc1ccc2c(c1)C(=Nc1ccc(C)cc1)c1ccccc1-2	6	4	8	7	1	3	-1	-4.9	.
N#CCCC(CCC#N)(CCC#N)c1cc[n+](CCc2ccccn2)cc1	8	1	6	1	0	8	1	-1.7	-3
O=C(Nc1ccc(Cl)cc1)N1CC=CCC1	2	-4	-3	-13	2	-1	7	2.4	-3
Nc1ccn([C@@H]2O[C@H](CNC(=O)[C@H]3CCC(=O)N3)[C@@H](O)[C@H]2O)c(=O)n1	1	0	-9	-2	0	-2	1	-0.9	.
COC(=O)c1ccc(-c2ccco2)n1Cc1cc(C)ccc1C	4	3	-15	-4	-1	-4	-1	1.3	1
COc1ccccc1OCCC(=O)NCc1ccc2c(c1)OCO2	2	-4	-3	-5	1	8	2	-1.4	2
CCc1nnc(NC(=O)CSc2sc3c(O)cc(=O)[nH]c3c2C#N)s1	4	1	7	6	2	4	-5	3.5	-1
CCn1ccnc1CN(C)Cc1c(C(=O)N2CCCCCCC2)nc2ccc(Cl)cn12	0	-4	-5	-5	3	-2	-4	-0.4	-2
COc1c(C(=O)NC(=S)Nc2nnn(C)n2)cc2ccccc2c1Br	-16	-6	-7	2	0	25	7	-1.2	-1
CCN(C[C@H]1N[C@@](CC)(C(=O)OC)[C@H]2C(=O)N(Cc3ccccc3)C(=O)[C@@H]12)S(=O)(=O)c1ccc(C)cc1	-3	0	9	-5	7	-4	-5	-3.9	-1
CC[C@]12c3[nH]c4ccc(OC)cc4c3CCN1C(=O)C(CC(=O)NC(C)(C)C)C[C@@H]2C(=O)N1CCN(C(=O)c2ccco2)CC1 (some centres not stated)	1	0	-12	-6	0	-2	6	-3.1	.
COc1cccc(Cn2c(Oc3cccc(C)c3)nc3c2c(=O)n(C)c(=O)n3C)c1	-7	-12	24	3	-1	-2	2	2.0	4
CCN1C(=O)[C@@H]2[C@@H]3CN(S(=O)(=O)c4ccc(C)cc4)[C@@H](c4cccc5ccccc45)[C@@H]3C(=O)C[C@@H]2C1=O	6	1	.	-14	0	-7	4	.	.
COc1ccc(N2CC(C(=O)NC3CCCCC3)CC2=O)cc1 (configuration not stated)	0	-1	16	2	1	5	3	-0.3	0
COc1ccc(C=C2CCC3C(=O)CCCC3(C)C2=O)cc1 (configuration not stated)	-6	0	15	-5	1	0	-1	-4.2	.
CCOCC(=O)Nc1nc2c(s1)C(=O)CC(C)(C)C2	1	2	-1	-4	-1	-1	-3	0.5	-1
Cc1ccc(-c2nnc(SCC(=O)NCCN3C(=O)CSC3=O)n2C)cc1	-3	-1	11	4	0	8	3	-1.0	-4
Cc1cc(OCCN2CCCCCC2)ccc1[N+](=O)[O-]	1	-6	-4	3	1	-8	-10	-0.1	1
CCc1cc(C(=O)Nc2cc(S(=O)(=O)N3CCCCC3)ccc2N2CCN(C)CC2)sc1C	-2	0	-15	-3	9	-2	-10	0.3	.
COc1ccc(NC(=O)C(C)N2C(=O)c3ccccc3S2(=O)=O)c(OC)c1 (configuration not stated)	-8	3	10	-2	3	5	2	0.3	5
CCOc1ccc(/C=C/C2=NNC(=O)CC2)cc1	12	-6	0	-6	1	-2	14	1.1	0
Cc1cccc(C)c1-n1nnnc1C(c1ccnc2ccccc12)N1CCN(CC(=O)NC(C)C)CC1 (configuration not stated)	5	0	.	-2	1	-2	1	.	.
CCCC(=O)N=C1SC2CS(=O)(=O)CC2N1c1ccc(CC)cc1 (configuration not stated)	-4	0	13	3	0	2	-4	-1.9	3
Nc1ccccc1S(=O)(=O)C(F)F	-20	5	-12	7	19	19	-21	-0.3	-2
CCOC(=O)c1oc2ccccc2c1CN1CCOCC1	3	0	6	1	1	-4	9	2.6	-2
COc1ccc(N(C(=O)Cn2cnc3ccccc32)C(C(=O)NC2CCCCC2)c2ccccc2)cc1 (configuration not stated)	-2	-1	-3	-8	0	-3	0	-0.8	2
COCCCNC(=O)CC1C[C@H](C(=O)N2CCCCC2)[C@@]2(C)c3[nH]c4ccc(OC)cc4c3CCN2C1=O (some centres not stated)	1	-1	-7	-9	0	0	5	-1.0	.
CN(C)S(=O)(=O)N1CCC(Oc2ccc(C(=O)NC3CCCCC3)cc2)CC1	1	-2	-8	1	3	11	-4	0.3	2
CSCCC(NS(=O)(=O)c1ccc(C)cc1)C(=O)NNC(=O)c1csc(N2CCOCC2)n1 (configuration not stated)	-2	-3	5	-7	1	8	-2	0.1	.
Cc1cccc(NC(=O)Nc2cnccn2)c1C	-1	-3	-1	6	0	10	-2	-1.3	4
CC[C@@H]1C(c2ccc(F)cc2)=NN(c2ccccc2)[C@H]1C(=O)N1CCOC1=O	6	1	-11	-11	1	-11	1	4.3	.

Results in CHRM4 antagonist and IDE inh (3 entries from above):
molecule	CHRM4 antagonist	IDE inh
COc1ccc(C=C2CCC3C(=O)CCCC3(C)C2=O)cc1 (configuration not stated)	-5	.
CCOCC(=O)Nc1nc2c(s1)C(=O)CC(C)(C)C2	-4	-1
Cc1ccc(-c2nnc(SCC(=O)NCCN3C(=O)CSC3=O)n2C)cc1	4	-4

(cont.)
SMILES	CHRM5 PAM	M5 ag	CRFR2-BP antag	CHRM4 antagonist	M4 ag	M5 antag	CHRM4 PAM	CRFR2-BP ag	IDE inh
Cc1ccccc1C(=O)Nc1ccc2c(c1)OCO2	-2	-1	36	8	0	1	-7	11	-5
O=C(Cn1[nH]c(=O)c2ccccc2c1=O)NCCN1C(=O)S/C(=C\c2ccccc2)C1=O	6	6	3	-7	6	3	11	0.4	3
CC/C(=N/NC(=O)c1ccccc1O)c1c(C)[nH]n(-c2ccccc2)c1=O	4	0	10	-3	1	-4	1	-1.3	4
O=S(=O)(Cc1ccccc1)N1CCN(Cc2ccccc2)CC1	-6	-1	-46	6	6	-7	-8	2.4	-3
NNC(=S)Nc1c(Br)cc(F)cc1Br	8	2	-5	6	0	-4	-10	-5.4	1
O=C(Nc1cccc(S(=O)(=O)N2CCCC2)c1)c1cc(S(=O)(=O)N2CCOCC2)ccc1F	-7	-1	8	-3	13	1	-12	-1.2	9
O=C(Nc1nnc(-c2ccco2)o1)C1CC1	23*	6	4	-4	2	-8	13	-1.1	7
Nc1cc(=O)[nH]c(SCc2cccc(Cl)c2)n1	-7	0	11	2	1	5	-2	1.9	12
COc1cc(OC)cc(C(=O)N[C@H](C(=O)OCC(=O)c2c[nH]c3ccccc23)C(C)C)c1	-10	-6	22	-13	6	16	1	-0.4	5
O=C(O)CCC(=O)Nc1nc(-c2ccccc2)cs1	4	-3	-1	5	0	-3	0	-0.4	-4

M5 antag: entries above that show a hit.
SMILES	CHRM5 PAM	M5 ag	CRFR2-BP antag	CHRM4 antagonist	M4 ag	M5 antag	CHRM4 PAM	CRFR2-BP ag	IDE inh
CCN(CC)CC#CCC(O)(c1ccccc1)C1CCCCC1 (configuration not stated)	-18	-10	8	76*	2	72*	-25	1.3	4

Compounds were not picked by outcome; 2.9% or so of the library scored in one or more.
